Bioassay records (PubChem BioAssay)
dFosB act: activators of delta FosB homodimer, primary screen, biochemical, fluorescence polarization, TAMRA-CDK5 oligo, single point | purified delta FosB; percent of positive-control signal above neutral wells | activation, % at 25 µM | actives 0.99% (n = 340,000) | AID 493131, 2011;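 active = mean activation above about 17%, with every replicate also reaching it, limit read from the data, passing the limit was not always enough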;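 also: fluorescence polarization rise as delta FosB binds a TAMRA Cdk5 AP-1 oligo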
CAL PDZ FP-1: CAL PDZ peptide-binding inhibitors, primary screen, biochemical, fluorescence polarization, Cer-tagged CAL PDZ, HTS; AID 504414, 2011; inhibition, % at 20 µM; Golgi-associated PDZ and coiled-coil motif-containing protein (Homo sapiens), Q9HD26; purified CAL PDZ, TMR-peptide fluorescence polarization, 1 h; actives 0.02% (n = 330,000);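 active = highest replicate inhibition of at least 40%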;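 also: plate controls were DMSO neutral control wells for no effect and unlabeled competitor peptide control wells for full effect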
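Material – purified CerCALP PDZ construct · Detection – FP readout, S and P plane fluorescence · Measure – percent inhibition from loss of millipolarization · Controls – unlabelled peptide for full inhibition, DMSO wells as neutral · Probe or stimulus – TMR-labelled reporter peptide T*-PRC34 bound in PDZ groove · Times – 1 h at RT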
PfHsp90 set2: growth inhibition of PfHsp90-expressing yeast, primary screen, antimalarial PfHsp90 inhibitor project, S. cerevisiae, BacTiter-Glo luminescence, single point, set 2; BacTiter-Glo ATP, 48 h; yeast lacking PDR1 and PDR3 efflux regulators; inhibition, % at 9.4 µM; actives 0.32% (n = 310,000);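 active = every replicate shows inhibition above about 80%, whatever the replicate mean, limit read from the data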;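 also: 0% = DMSO neutral controls and 100% = 20 µM radicicol positive controls; yeast relying on Plasmodium falciparum Hsp90 in place of its own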
SR-BI DiI-HDL act: activators of SR-BI mediated DiI-HDL uptake, primary screen, ldlA[mSR-BI] CHO cells, DiI fluorescence; activation, % at 12.5 µM; AID 504775, 2011; actives 0.096% (n = 320,000); 3 h; 100 = double the neutral-control signal;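 active = mean replicate activation of at least 60% and every replicate at or above 60%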;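 also: 0% = median plate neutral-control signal and 100% = twice that signal; values of inactives mirror those of a sister screen read the other way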
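Assay system: LDL receptor-deficient CHO ldlA cells overexpressing murine SR-BI / Medium: BSA-supplemented, HEPES-buffered Ham's F12, pH 7.4 / Probe or stimulus: DiI-labelled HDL at 10 µg/mL final / Timing: compound with DiI-HDL co-incubation, 3 h at 37 °C / Technique: bottom-read cell fluorescence after medium removal, ex 550/em 595 nm / Measure: HDL uptake via cellular fluorescence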
SR-BI DiI inh: inhibitors of SR-BI mediated HDL lipid uptake, primary screen, ldlA[mSR-BI] cells, fluorescence, single point; ldlA[mSR-BI] CHO cells, DiI-HDL uptake fluorescence, 3 h; inhibition, % at 12.5 µM; actives 0.96% (n = 320,000);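 active = mean replicate inhibition of at least 70% and a set share of replicates each scoring 70 or more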;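 also: 0% = median of neutral control wells and 100% = median of positive control wells; values of inactives mirror those of a sister screen read the other way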
Rtt109 Vps75: inhibitors of C. albicans Rtt109/Vps75 HAT, primary screen, biochemical, ThioGlo CoA-SH fluorescence, plate reader. purified Rtt109/Vps75, 4 h. inhibition, % at 34.9 µM. actives 0.16% (n = 330,000);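 active = inhibition of at least 50% in every replicate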
NSD2 HMT inh: NSD2 histone methyltransferase inhibitors, primary screen, biochemical, AlphaScreen, single concentration, set 2. Histone-lysine N-methyltransferase NSD2 (Homo sapiens), O96028. NSD2 peptide methylation, 120 min. inhibition, % at 12.5 µM. actives 0.54% (n = 310,000). AID 743445, 2014; in the data active = inhibition above about 50%
Target sequence (O96028 whole entry, looked up): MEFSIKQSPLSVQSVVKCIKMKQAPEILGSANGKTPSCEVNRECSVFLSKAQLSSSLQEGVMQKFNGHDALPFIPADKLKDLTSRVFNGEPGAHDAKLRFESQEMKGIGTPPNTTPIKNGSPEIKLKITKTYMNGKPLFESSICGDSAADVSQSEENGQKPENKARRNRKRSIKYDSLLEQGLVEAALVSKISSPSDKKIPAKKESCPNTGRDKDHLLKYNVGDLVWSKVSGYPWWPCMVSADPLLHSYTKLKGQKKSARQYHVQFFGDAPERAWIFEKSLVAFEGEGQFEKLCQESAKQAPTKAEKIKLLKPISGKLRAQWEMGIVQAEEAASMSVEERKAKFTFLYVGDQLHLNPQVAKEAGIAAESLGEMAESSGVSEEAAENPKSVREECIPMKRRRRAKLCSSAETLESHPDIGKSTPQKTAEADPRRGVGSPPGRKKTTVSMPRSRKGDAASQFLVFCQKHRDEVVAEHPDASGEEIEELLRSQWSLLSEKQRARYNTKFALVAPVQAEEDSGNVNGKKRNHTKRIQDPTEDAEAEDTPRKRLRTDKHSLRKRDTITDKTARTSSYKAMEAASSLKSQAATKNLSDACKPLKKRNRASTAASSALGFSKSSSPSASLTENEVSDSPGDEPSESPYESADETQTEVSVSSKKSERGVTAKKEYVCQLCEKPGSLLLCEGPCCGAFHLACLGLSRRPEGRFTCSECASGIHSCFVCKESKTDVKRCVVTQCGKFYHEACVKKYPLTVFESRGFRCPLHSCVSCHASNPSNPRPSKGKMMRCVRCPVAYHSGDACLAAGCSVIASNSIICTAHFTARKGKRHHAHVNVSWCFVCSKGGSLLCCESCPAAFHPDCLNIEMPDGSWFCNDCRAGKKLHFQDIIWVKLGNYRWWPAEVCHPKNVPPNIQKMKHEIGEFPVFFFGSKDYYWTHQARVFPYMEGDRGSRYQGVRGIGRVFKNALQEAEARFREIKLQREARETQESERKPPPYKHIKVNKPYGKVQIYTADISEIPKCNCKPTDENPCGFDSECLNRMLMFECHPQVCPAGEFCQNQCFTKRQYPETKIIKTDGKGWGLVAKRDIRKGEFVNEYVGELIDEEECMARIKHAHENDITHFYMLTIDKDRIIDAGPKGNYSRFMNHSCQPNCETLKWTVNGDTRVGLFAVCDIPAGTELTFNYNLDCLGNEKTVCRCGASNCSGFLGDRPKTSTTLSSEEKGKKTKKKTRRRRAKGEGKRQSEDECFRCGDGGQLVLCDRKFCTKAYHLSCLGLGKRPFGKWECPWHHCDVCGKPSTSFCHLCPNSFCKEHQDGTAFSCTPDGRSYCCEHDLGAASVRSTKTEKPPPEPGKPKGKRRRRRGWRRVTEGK
PvdQ acylase: P. aeruginosa PvdQ acylase inhibitors, primary screen, biochemical, fluorescence, plate reader and imaging, single point; purified PvdQ acylase; inhibition, % at 10 µM; actives 0.063% (n = 340,000); AID 488965, 2010; in the data active = inhibition above about 30%, passing the limit was not always enough;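 also: 0% = vehicle neutral wells and 100% = reference inhibitor wells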
MITF TRPM1 HTS: activators of MITF-driven TRPM1 promoter reporter, primary screen, cell-based, SK-MEL-5, luciferase, single point; activation, % at 12.5 µM; SK-MEL-5 TRPM1-promoter luciferase, 24 h; % of positive control, neutral wells = 0; actives 0.75% (n = 300,000);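 active = mean activation of at least 80% with every replicate also reaching 80%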;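 also: 0% = neutral control wells and 100% = parthenolide positive control wells; values of inactives mirror those of a sister screen read the other way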
CAL PDZ FP-2: untagged CAL PDZ binding inhibitors, primary screen, biochemical, fluorescence polarization, HTS; Golgi-associated PDZ and coiled-coil motif-containing protein (Homo sapiens), Q9HD26; purified CAL PDZ, TMR-peptide fluorescence polarization, 1 h; inhibition, % at 24.9 µM; actives 0.92% (n = 300,000); AID 602252, 2012;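 active = mean inhibition of at least 30% with at least half of replicates also reaching 30%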;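 also: 0% = DMSO neutral control and 100% = excess unlabeled competitor peptide PRC23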
* hit, by the source's call; x = not tested or not shown; & = joins results of further samples.

cpd	mol	dFosB act	CAL PDZ FP-1	PfHsp90 set2	SR-BI DiI-HDL act	SR-BI DiI inh
1	NC(=O)c1cc(C(N)=O)nc(Cl)n1	-8	2.4	-34	0	0
2	O=C(NNC(=O)c1ccccc1)C(=O)N1CCCCC1	-4	-0.1	18	26	-26
3	CC(=O)c1c(C(C)=O)c(C)n(-c2nc(-c3ccccc3)c(C)s2)c1C	-10	-0.9	13	-64	64
4	Cc1nn(-c2ccccc2)c(N2CCCC2)c1/C=C1\N=C(c2ccccc2)OC1=O	-12	-1.8	-2	-19	19
5	O=C(CCl)NNc1nc(-c2ccccc2)c2cc(Cl)ccc2n1	2	0.5	-23	0	0
6	O=C(CSc1nnnn1C1CC1)N1CCN(c2cccc(Cl)c2)CC1	-10	-1.1	x	-36	36
7	CCC(CC)C(=O)Nc1ccc(C)cc1O	-1	-0.4	3	-1	1
8	Cc1ccc(S(=O)(=O)N2CCCCC2)cc1NC(=O)c1ccc(Br)o1	-1	-0.2	x	-40	40
9	CN1CCN(C(=O)/C=C/c2cccc(Cl)c2)CC1	6	-1.5	2	6	-6
10	NS(=O)(=O)c1ccc(NC(=O)c2ccc3c(c2)CCN3S(=O)(=O)c2ccccc2)cc1	32*	-1.2	9	-64	64
11	CCOc1ccc2oc(C(=O)OCC(=O)NC3CCCCC3)c(C)c2c1	0	-0.2	-9	-19	19
12	COc1ccc(S(=O)(=O)N2CCN(C(=O)/C=C/c3ccco3)CC2)cc1	-12	-2.4	x	3	-3
13	COc1cc(C(=O)NCc2nnc(SCC(=O)N3CCCC3)o2)cc(OC)c1OC	2	0.2	13	10	-10
14	CC1CN(C(=O)c2cccc(COc3ccc(Br)cc3)c2)CC(C)O1 (stereo unspecified)	-11	-2.0	37	-29	29
15	O=C(NCCCO)c1cc2ccccc2[nH]1	0	-0.3	2	3	-3

cpd	Rtt109 Vps75	NSD2 HMT inh	PvdQ acylase	MITF TRPM1 HTS	CAL PDZ FP-2
1	2	-3	-16	-1	-22
2	-4	x	-4	0	-3
3	6	0	-13	-4	-3
4	12	-1	0	-1	1
5	1	-1	-14	-15	x
6	8	0	7	-1	-5
7	2	-2	-5	4	-3
8	1	-1	5	-10	7
9	3	26	-8	6	-1
10	11	-4	8	-8	2
11	-1	6	1	3	-8
12	2	0	-8	-3	-4
13	10	-2	9	-1	-2
14	-3	-3	-15	37	-5
15	-1	-2	-4	-6	x

Entries by screen from above.
Entries 4 to 14 in SR-BI DiI inh: 19, 0, 36, 1, 40, -6, 64, 19, -3, -10, 29
Entries 4 to 14 in MITF TRPM1 HTS: -1, -15, -1, 4, -10, 6, -8, 3, -3, -1, 37

(list continues)
cpd	mol	dFosB act	CAL PDZ FP-1	PfHsp90 set2	SR-BI DiI-HDL act	SR-BI DiI inh
16	O=C(Nc1ccccc1C(=O)N1CCOCC1)c1ccc(CSc2ccccc2)cc1	-6	0.2	-20	-8	8
17	Cc1cc(NC(=O)CCC(=O)N(CC(=O)NC2CCCC2)c2ccc(Cl)c(Cl)c2)no1	-4	-0.3	-12	-10	10
18	O=S(=O)(c1ccccc1)N1CCN(C(=S)NCCc2ccccc2)CC1	-6	-1.9	8	-14	14
19	NS(=O)(=O)c1ccc(NC(=O)CSc2ncn[nH]2)cc1	0	-2.6	5	10	-10
20	CN(C)C(CNC(=O)c1cc(Br)ccc1Cl)c1ccco1 (stereo unspecified)	-8	-1.3	-6	x	x
21	C[C@@H]1C[C@H]2[C@@H]3C[C@H](F)C4=CC(=O)C=C[C@]4(C)[C@@]3(Cl)[C@@H](O)C[C@]2(C)[C@H]1C(=O)COC(=O)C(C)(C)C	2	-0.6	12	-9	9
22	COC(=O)c1ccc(COc2cc(C)ccc2C)o1	4	-0.5	-19	x	x
23	CCc1ccc(OCC(=O)OCC(=O)NCCNC(=O)COC(=O)COc2ccc(CC)cc2)cc1	1	-0.5	-15	-2	2
24	CC(C)CCC(C(=O)O)C(C)CC(=O)NNC(=O)c1ccco1 (stereo unspecified)	7&4	0.4&0.5	9&-17	4&5	-4&-5
25	CCCCNC(=O)c1c(O)c2cccc3c2n(c1=O)CCC3	5	-0.3	-13	3	-3
26	O=C(O)Cn1c(SCc2cccc3ccccc23)nc2ccccc21	-5	-0.4	-33	19	-19
27	Cc1[nH]c(=O)[nH]c(=O)c1S(=O)(=O)N1CCC(C(=O)NC(C)c2ccccc2)CC1 (stereo unspecified)	-1	-0.9	-6	14	-14
28	C=C(C)Cn1c(CCNC(=O)C(C)(C)C)nc2ccccc21	5	-1.8	-16	9	-9
29	C/C(=N/O)c1ccccn1	-6	-0.3	-1	18	-18
30	Oc1ccccc1N=Cc1c(O)ccc2oc3c(c12)CCCC3	-3	x	-55	x	x

cpd	Rtt109 Vps75	NSD2 HMT inh	PvdQ acylase	MITF TRPM1 HTS	CAL PDZ FP-2
16	-4	-1	-11	-8	x
17	2	15	0	2	-2
18	-1	-1	-5	-2	-7
19	-61	0	-23	1	7
20	-3	1	-14	-8	3
21	-3	x	-8	15	-2
22	-9	0	2	82*	2
23	1	-2	4	-3	-3
24	-6&-2	2	2&-4	-12&3	8&0
25	-5	-5	-8	-11	-3
26	7	7	-16	-13	-4
27	-4	-3	-13	0	x
28	7	5	-10	1	1
29	1	x	-11	-1	-1
30	5	37	-13	-22	-2

Next part.
cpd	mol	dFosB act	CAL PDZ FP-1	PfHsp90 set2	SR-BI DiI-HDL act	SR-BI DiI inh
31	C/C=C(\C)C(=O)Nc1cccc(C2=NOC3(C2)C[C@@H](C(N)=O)N(C(=O)c2cc([N+](=O)[O-])cc([N+](=O)[O-])c2C)C3)c1 (stereo partly specified)	-5	-5.4	-9	-30	30
32	Cc1noc(NS(=O)(=O)c2ccc(NC(=O)C34CCC(CC3)C4)cc2)c1C	0	-1.9	8	11	-11
33	COc1ccc(NC(=O)C2CC2)cc1-n1cnnn1	1	x	x	-15	15
34	O=C(CSc1n[nH]c(=O)n1Cc1ccccc1)Nc1ccc(F)c(F)c1F	-7	-1.4	-5	2	-2
35	CN(C)CCCNCC(=O)c1c(-c2ccccc2)n(C)c2ccccc12	7	1.1	22	15	-15
36	CCOC(=O)C1=CN(Cc2ccco2)S(=O)(=O)N(C)C1c1cccc(OC)c1 (stereo unspecified)	-7	0.0	-4	-4	4
37	N#C/C(=C\c1ccc(O)c(O)c1)C(=O)c1ccc(O)c(O)c1	-2	0.2	10	6	-6
38	COc1ccc(C2=NOC(C(=O)Nc3cccnc3)C2)cc1OC (stereo unspecified)	0	-0.7	2	-4	4
39	COC(=O)c1cncn1Cc1ccccc1	2	0.2	14	14	-14
40	CCN(CC)c1ccc(NC(=O)COC(=O)c2ccc3ccccc3n2)cc1	-3	-0.1	20	x	-7
41	COc1cc(NC(=O)c2ccccc2)c(OC)cc1NC(=O)CN1CCOCC1	5	0.3	-8	-20	20
42	Cn1c(=O)c2c(ncn2Cc2ccc(Cl)cc2)n(C)c1=O	6	-0.6	17	6	-6
43	CC(C)NC(=O)CSc1nccc(-c2cccs2)n1	-10	-1.1	1	-12	12
44	O=C(CNC(=O)c1cccs1)c1ccc(F)cc1	2	-1.7	-7	33	-33
45	CC1CC(C)CN(c2ccc([N+](=O)[O-])nc2)C1 (stereo unspecified)	-6	-0.2	-6	-25	25

cpd	Rtt109 Vps75	NSD2 HMT inh	PvdQ acylase	MITF TRPM1 HTS	CAL PDZ FP-2
31	-5	x	-4	-3	0
32	-2	x	-5	-6	-6
33	2	-1	3	x	-1
34	23	-1	1	-6	-4
35	10	16	3	1	0
36	6	x	18	11	-7
37	9	x	-11	3	-7
38	-6	-1	-7	11	-2
39	-13	-2	-12	-6	-1
40	-2	107*	-18	-14	0
41	3	2	-11	-8	-2
42	-5	-1	-8	4	-1
43	5	-4	-12	x	-2
44	-1	-1	-13	0	-1
45	5	2	-7	-7	x

Already shown: an excerpt of the list.
cpd	mol	dFosB act	CAL PDZ FP-1	PfHsp90 set2	SR-BI DiI-HDL act	SR-BI DiI inh
18	O=S(=O)(c1ccccc1)N1CCN(C(=S)NCCc2ccccc2)CC1	-6	-1.9	8	-14	14
19	NS(=O)(=O)c1ccc(NC(=O)CSc2ncn[nH]2)cc1	0	-2.6	5	10	-10
20	CN(C)C(CNC(=O)c1cc(Br)ccc1Cl)c1ccco1 (stereo unspecified)	-8	-1.3	-6	x	x
21	C[C@@H]1C[C@H]2[C@@H]3C[C@H](F)C4=CC(=O)C=C[C@]4(C)[C@@]3(Cl)[C@@H](O)C[C@]2(C)[C@H]1C(=O)COC(=O)C(C)(C)C	2	-0.6	12	-9	9

cpd	Rtt109 Vps75	NSD2 HMT inh	PvdQ acylase	MITF TRPM1 HTS	CAL PDZ FP-2
18	-1	-1	-5	-2	-7
19	-61	0	-23	1	7
20	-3	1	-14	-8	3
21	-3	x	-8	15	-2
